Screening results from PubChem BioAssay.
PhoP inhibition: inhibitors of PhoP regulon expression, primary screen, Salmonella Typhimurium, GFP reporter (AID 1863) | S. Typhimurium PhoP-regulated promoter GFP reporter, 4 h; higher % means a stronger effect | inhibition, % at 50 µM; hits with a dose series show IC50 in µM | 300,000 compounds, 0.16% hits;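 active = inhibition over 29.93%, a cutoff 3 SD above the screen mean, later confirmed by dose response; inconclusive = inhibition over 29.93% but no dose response follow-up; inactive = inhibition at most 29.93% or unconfirmed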;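 also: 0% = low Mg2+ inducing control and 100% = high Mg2+ repressing control; strong numbers were not always called active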
WT yeast gro inh: growth inhibition of WT strain, primary screen, mitochondrial fusion inhibitor project, WT and mutant strains, chemical genetic. mitochondrial fusion phenotypic screen. inhibition, % at 10 µM. 190,000 compounds, 2.1% hits; in the data active = inhibition above about 58%; tested in S. cerevisiae
RSV CPE inhibition: RSV antiviral activity via CPE protection, HEp-2 cells, primary 10 µM value included (AID 2391). 310,000 compounds, 0.13% hits. HEp-2 cells, RSV-induced CPE inhibition; higher % means a stronger effect. CPE inhibition, % at 10 µM, or IC50 in µM where a hit was titrated; in the data active = a potency from the dose series; inconclusive = CPE inhibition mostly from about 23% at the one dose, without a potency; inactive = the rest, 99 in 100 with CPE inhibition below about 21%; also: strong numbers were not always called active
b-catenin transl: modulators of beta-catenin nuclear translocation, primary screen, imaging, HeLa cells, immunofluorescence, high-content | nuclear translocation activity, % at 5 µM | 190,000 compounds, 0.3% hits;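 active = nuclear translocation activity above 50% at 5 µM, with a well cell count of 50 or more; inconclusive = wells under 50 cells across six images, flagged as toxic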;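 also: per-cell ratio of nuclear to cytoplasmic median beta-catenin stain intensity; plate controls were DMSO negative control for no effect and GSK-3 inhibitor IX positive control for full effect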
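System: Human HeLa cells, endogenous beta-catenin | Compound dosing: 5 µM primary, 0.02–20 µM confirmation | Timing: 24 h compound exposure at 37°C, 5% CO2 | Measured by: Fluorescence imaging of beta-catenin antibody stain plus DAPI | Read-out basis: % activation of per-cell nuclear versus cytoplasmic median beta-catenin signal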
T cell modulator: modulators of CD8 T cell-vesicle binding, primary screen, mouse 2C CD8+ T cells, flow cytometry; 2C CD8+ T cell-vesicle binding; active compounds read low; calls only at 7 µM; 330,000 compounds, 0.068% hits; AID 2052, 2009;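 active = response, share of CD8 T cells binding vesicles, and their 90th percentile fluorescence all below set limits, cut at about 80% in these data, passing the limit was not always enough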
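Material: murine 2C transgenic CD8+ T lymphocytes / Also added: QL9-peptide-loaded Drosophila micro-vesicles bearing Ld, ICAM-1 and B7-1 / Schedule: binding step 1.5 h, 37 °C, antibody labelling 20 min, ice / Signal: flow cytometry, PE anti-B7-1 (FL2) versus Alexa647 anti-CD8 (FL8), PFA-fixed / Evaluation: percent CD8+ FL2 mean versus row control / Benchmarks: naked versus QL9-loaded vesicles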
Myeloid diff 2: induction of myeloid progenitor differentiation, primary screen, cell-based, flow cytometry, MLPCN library. ER-HoxA9 myeloid progenitors, lysozyme-GFP differentiation. calls only at 10 µM. 360,000 compounds, 1% hits. AID 624256, 2012;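 active = normalized GFP-positive differentiation at or above the plate's own cutoff, the solvent-only control mean plus 3 SD; inconclusive = no clear call, values can overlap the other calls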;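 also: cells exposed to compound for four days before flow analysis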
West Nile virus CPE: West Nile virus antiviral activity, cell-based, CPE readout (AID 1621); West Nile virus-infected cells, CPE inhibition; higher % means a stronger effect; CPE inhibition, % at 10 µM, or IC50 in µM where a hit was titrated; 290,000 compounds, 0.02% hits; in the data active = a potency from the dose series; inconclusive = CPE inhibition mostly from about 3.7% at the one dose, without a potency; inactive = the rest, 99 in 100 with CPE inhibition below about 2.2%; also: strong numbers were not always called active
Rac1 GTP hydrolysis: MgcRacGAP GTPase-activating activity inhibitors, confirmation, biochemical, ADP Hunter fluorescence; 340,000 compounds, 0.6% hits; MgcRacGAP-stimulated Rac1 GTP hydrolysis, ADP Hunter fluorescence; higher % means a stronger effect; GST-tagged Rac1 F28L mutant substrate; Rac GTPase-activating protein 1 (Homo sapiens); one-dose inhibition, % at 30 µM; IC50 in µM for titrated hits;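 active = first-screen hits whose inhibition reached a set limit at any dose in the follow-up dose series; inconclusive = inhibition above the set first-screen limit but never retested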;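 also: fluorescence reports GDP produced by GAP-driven GTP hydrolysis; strong numbers were not always called active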
Large T inhibition: SV40 large T antigen inhibitors, biochemical (AID 1903). SV40 large T antigen ATPase/helicase inhibition assay; higher % means a stronger effect. inhibition, % at 20 µM; hits with a dose series show IC50 in µM. 310,000 compounds, 0.39% hits; in the data active = a potency from the dose series; inconclusive = inhibition mostly from about 32% at the one dose, without a potency; inactive = the rest, 99 in 100 with inhibition below about 32%; also: strong numbers were not always called active
WT yeast gro inh mutant strain: recorded beside WT yeast gro inh, whose call it bears; inhibition, %; mitochondrial fusion phenotypic screen, mutant strain inhibition
b-catenin transl cell count 5 µM: recorded beside b-catenin transl, whose call it bears; cell count; measured here: cell count, cytotoxicity flag
T cell modulator vesicle-bound %: second read-out of T cell modulator, no call of its own (marks repeat the call); double positive events, %; measured here: CD8+ vesicle-bound cell fraction;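 binding gate set so that unloaded-vesicle control wells show 10% double positive cells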
Myeloid diff 2 GFP+ MAC1+ %: recorded beside Myeloid diff 2, whose call it bears; GFP+ MAC1+ double positive, %; measured here: differentiation confirmed by MAC1 staining
* hit, by the source's call; i = inactive; ? = inconclusive; nt = not tested or not shown.

Each structure is followed by: PhoP inhibition	WT yeast gro inh	WT yeast gro inh mutant strain	RSV CPE inhibition	b-catenin transl	b-catenin transl cell count 5 µM	T cell modulator	T cell modulator vesicle-bound %	Myeloid diff 2	Myeloid diff 2 GFP+ MAC1+ %	West Nile virus CPE	Rac1 GTP hydrolysis	Large T inhibition
1	NCCCC[C@H]1CNC(=S)N1CCc1cc(C(F)(F)F)cc(C(F)(F)F)c1
  1.8%	-4.9	-2.8	-2.4%	0.7	1029	i	30.9	i	1.7	-0.7%	7.7%	-19.8%
2	CCC(OC(=O)c1cccs1)C(=O)NC1CCCCC1 (stereo unspecified)
  5.8%	4.5	1.6	0.8%	-5.2	979	i	15.9	i	0.5	0.2%	4.5%	14.0%
3	O=C(CCN1CCCCC1)Nc1cccc(Br)c1
  -0.3%	nt	nt	-1.2%	nt	nt	i	15.0	i	0.3	-0.6%	6.3%	5.8%
4	CCCn1c(SC(C)C(=O)NCC2CCCO2)nc2sc3c(c2c1=O)CCC3 (stereo unspecified)
  -6.9%	nt	nt	0.7%	nt	nt	i	49.0	i	1.2	nt	5.3%	7.0%
5	O=C(CCc1ccc(S(=O)(=O)NCCc2ccccc2)cc1)NCc1ccco1
  -5.6%	-5.6	4.6	0.1%	3.0	455	i	43.4	i	0.3	0.5%	9.0%	6.6%
6	COc1ccc(/C=C/C(=O)NC(=S)NNC(=O)c2cc(OC)c(OC)c(OC)c2)cc1OC
  -6.3%	nt	nt	1.9%	-3.2	1058	i	57.6	i	1.1	-0.4%	nt	10.3%
7	Cc1ccc(C(C(=O)NC2CCCCC2)N2CCC3(CC2)OCCO3)cc1 (stereo unspecified)
  -17.5%	-8.0	8.3	0.5%	-0.8	796	i	13.8	i	0.4	-1.5%	5.8%	2.3%
8	COc1ccc(Cc2c(O)nc(SCC(=O)N3CCCCCC3)[nH]c2=O)cc1
  3.0%	-11.3	-1.9	1.3%	6.3	551	i	18.3	i	8.0	0.8%	3.5%	7.0%
9	Cc1nn(CCN)c(C)c1Cl
  -11.0%	0.4	5.2	2.8%	1.2	962	i	29.6	i	0.1	1.0%	0.2%	21.6%
10	Cc1ccc(S(=O)(=O)Nc2cccc(C(=O)N3CCOCC3)c2)c(C)c1NS(C)(=O)=O
  11.6%	nt	nt	-1.2%	nt	nt	i	14.4	i	1.2	-0.5%	6.1%	-10.1%

Remaining list, next part
Each structure is followed by: PhoP inhibition	WT yeast gro inh	WT yeast gro inh mutant strain	RSV CPE inhibition	b-catenin transl	b-catenin transl cell count 5 µM	T cell modulator	T cell modulator vesicle-bound %	Myeloid diff 2	Myeloid diff 2 GFP+ MAC1+ %	West Nile virus CPE	Rac1 GTP hydrolysis	Large T inhibition
11	CCOC(=O)COc1cc([N+](=O)[O-])cc2cccnc12
  1.4%	-8.2	-1.7	1.6%	1.7	1561	i	6.1	i	0.8	0.4%	3.2%	16.9%
12	CN(C)N=Nc1ccc2nc[nH]c2c1
  -6.7%	nt	nt	2.0%	-0.2	1338	i	13.7	i	0.7	0.2%	14.4%	29.2%
13	O=C(NC(=S)Nc1ccc(S(=O)(=O)Nc2nccs2)cc1)c1cccc(F)c1
  -11.3%	-2.6	0.9	0.1%	-0.1	1000	i	31.9	i	0.3	-0.3%	6.1%	15.5%
14	C[C@H](NC(=O)N1CCn2c1nc1ccccc12)C(=O)NCc1ccc2c(c1)OCO2
  -4.0%	nt	nt	4.9%	nt	nt	i	47.1	?	nt	-0.4%	9.4%	8.6%
15	CC1CCC2(CC1)NC(=O)N(CC(=O)NC(=O)NC1CCCC1)C2=O (stereo unspecified)
  4.2%	13.0	17.7	3.5%	-2.9	853	i	14.9	i	1.6	-0.3%	1.9%	3.2%
16	O=S(=O)(NCCc1ccccc1)c1cccc2cccnc12
  -4.3%	-9.1	-9.5	1.2%	0.9	1080	i	44.5	i	0.6	-0.6%	5.4%	3.9%
17	CC(NCc1ccc(S(N)(=O)=O)cc1)C(=O)Nc1cc([N+](=O)[O-])ccc1Cl (stereo unspecified)
  -5.8%	-9.1	10.9	0.0%	0.5	1030	i	41.2	i	0.3	-0.4%	6.9%	6.9%
18	COc1cccc(/C=N/NC(=S)Nc2cccc(C(=O)O)c2)c1
  -8.1%	-9.9	-15.3	1.7%	1.5	1019	i	58.7	i	0.2	-0.1%	3.3%	6.8%
19	COc1ccc(S(=O)(=O)NC(CC(=O)NCCc2ccc(OC)c(OC)c2)c2ccco2)cc1 (stereo unspecified)
  -2.2%	9.1	13.1	0.4%	-0.5	1094	i	63.8	i	0.6	-0.2%	4.1%	-0.3%
20	COC(=O)C1C(=O)/C(=C(/C)N2CCCC2)C(=O)CC1(C)C (stereo unspecified)
  -12.6%	4.5	20.0	0.8%	4.2	929	i	43.9	i	2.5	0.1%	2.0%	3.2%

Continued (3 carried over from the part before).
Each structure is followed by: PhoP inhibition	WT yeast gro inh	WT yeast gro inh mutant strain	RSV CPE inhibition	b-catenin transl	b-catenin transl cell count 5 µM	T cell modulator	T cell modulator vesicle-bound %	Myeloid diff 2	Myeloid diff 2 GFP+ MAC1+ %	West Nile virus CPE	Rac1 GTP hydrolysis	Large T inhibition
18	COc1cccc(/C=N/NC(=S)Nc2cccc(C(=O)O)c2)c1
  -8.1%	-9.9	-15.3	1.7%	1.5	1019	i	58.7	i	0.2	-0.1%	3.3%	6.8%
19	COc1ccc(S(=O)(=O)NC(CC(=O)NCCc2ccc(OC)c(OC)c2)c2ccco2)cc1 (stereo unspecified)
  -2.2%	9.1	13.1	0.4%	-0.5	1094	i	63.8	i	0.6	-0.2%	4.1%	-0.3%
20	COC(=O)C1C(=O)/C(=C(/C)N2CCCC2)C(=O)CC1(C)C (stereo unspecified)
  -12.6%	4.5	20.0	0.8%	4.2	929	i	43.9	i	2.5	0.1%	2.0%	3.2%
21	COc1ccc(NC(=O)COC(=O)c2ccc(F)cc2F)cc1
  -1.1%	-9.8	-3.0	3.9%	-2.0	1142	i	47.5	i	0.2	0.4%	6.2%	24.1%
22	CN(C)/C=C(/C(=O)c1ccccc1)S(=O)(=O)c1ccc(Cl)cc1
  -8.0%	1.5	4.6	0.7%	0.2	1509	i	16.3	i	0.0	0.7%	-2.0%	1.4%
23	CCCCNC(=O)C1CCN(S(=O)(=O)N2CCCCCC2)CC1
  2.9%	-0.3	-17.6	2.0%	-2.3	550	i	3.2	i	1.0	1.3%	3.9%	7.7%
24	COc1ccc(CCN2CN(S(=O)(=O)c3ccccc3)c3nc4ccccc4nc32)cc1
  -2.6%	3.6	-9.1	1.3%	1.3	981	i	7.5	i	0.5	-0.7%	7.9%	5.4%
25	CC(C)c1cccc(C(C)C)c1NC(=O)COC(=O)c1ccc2c(c1)S(=O)(=O)c1ccccc1C2=O
  10.1%	14.3	-6.1	1.0%	-0.1	1003	i	42.7	i	0.4	0.8%	3.8%	-3.4%
26	CC(=O)c1ccc(NCC2COc3ccccc3O2)c([N+](=O)[O-])c1 (stereo unspecified)
  5.4%	-0.3	5.8	26.8%	0.4	1130	i	65.7	i	0.4	-1.3%	2.1%	10.9%
27	O=C(C[n+]1ccc2ccccc2c1)Nc1cc(C(F)(F)F)ccc1Cl
  8.2%	11.8	-0.6	0.4%	-0.7	1113	i	3.4	i	0.3	-0.1%	4.1%	18.1%
28	O=C(CSc1nc2ccccc2o1)N1CCOCC1
  -5.0%	nt	nt	0.8%	nt	nt	i	30.8	i	1.4	-0.1%	11.7%	7.0%
29	CCOC(=O)C1CCN(C(=O)c2ccc3c(c2)NC(=O)/C(=C\c2cccc(C)c2)S3)CC1
  -3.8%	nt	nt	?	nt	nt	i	23.5	i	1.1	0.2%	4.0%	8.4%
30	O=C1COCCOCCOCC(=O)NCCN1
  1.0%	-3.0	8.7	1.5%	-0.2	1565	i	56.8	i	0.3	0.9%	4.9%	3.5%

The closing two records of the section above open the next one:
Each structure is followed by: PhoP inhibition	WT yeast gro inh	WT yeast gro inh mutant strain	RSV CPE inhibition	b-catenin transl	b-catenin transl cell count 5 µM	T cell modulator	T cell modulator vesicle-bound %	Myeloid diff 2	Myeloid diff 2 GFP+ MAC1+ %	West Nile virus CPE	Rac1 GTP hydrolysis	Large T inhibition
29	CCOC(=O)C1CCN(C(=O)c2ccc3c(c2)NC(=O)/C(=C\c2cccc(C)c2)S3)CC1
  -3.8%	nt	nt	?	nt	nt	i	23.5	i	1.1	0.2%	4.0%	8.4%
30	O=C1COCCOCCOCC(=O)NCCN1
  1.0%	-3.0	8.7	1.5%	-0.2	1565	i	56.8	i	0.3	0.9%	4.9%	3.5%
31	CCCn1nnnc1NC(=O)CSc1ccc(Cl)cc1
  -5.1%	-1.5	1.0	1.7%	-1.7	1194	i	43.0	i	7.0	-0.1%	4.6%	5.4%
32	O=C(O)[C@@H]1Cc2c([nH]c3ccccc23)C2CCC(=O)N21 (stereo partly specified)
  -7.6%	nt	nt	0.5%	nt	nt	i	20.7	i	0.6	-0.8%	14.9%	9.7%
33	Cc1cccc(OCC(=O)NNC(=O)c2cc(S(=O)(=O)N(C)C)ccc2N2CCCC2)c1
  nt	nt	nt	0.7%	nt	nt	i	17.7	i	0.6	nt	3.4%	nt
34	C/C=C(\C)CN1CCC(n2nccc2NC(=O)c2ccc3c(c2)OCO3)CC1
  3.6%	nt	nt	-1.0%	nt	nt	i	41.6	i	1.3	-0.9%	5.3%	24.5%
35	CN(C)/C=C1\C(=O)Nc2ccccc21
  -4.0%	-44.1	-31.9	0.8%	-6.6	1169	i	54.7	i	0.9	0.1%	4.5%	20.7%
36	COC(=O)C1(NC(=O)NC23CC4CC(CC(C4)C2)C3)CCCCC1
  -5.3%	10.1	11.3	-0.9%	-1.7	895	i	55.0	i	0.7	-0.2%	11.5%	6.0%
